Dengue-2 NS5 capping: Dengue-2 NS5 methyltransferase inhibitors, primary screen, biochemical, confirmation dose response (AID 588689); Genome polyprotein (Dengue virus type 2 (strain 16681-PDK53)); Dengue-2 NS5 methyltransferase capping enzyme assay, biochemical; higher % means a stronger effect; inhibition, % at 25 µM, or IC50 in µM where a hit was titrated; hit rate 0.3% among 340,000; in the data active = a potency from the dose series
Dengue-2 NS5 capping pilot replicate: further read-out of Dengue-2 NS5 capping, marked with its call; inhibition, %; measured here: pilot screen replicate inhibition
Active calls of the source: *. The list is partial, so the mix of outcomes need not match the whole.

The first 3 records as a preview:
SMILES | Dengue-2 NS5 capping | others
CC(=O)Nc1ccc(S(=O)(=O)N[C@@H](C)C(=O)NC2CCCc3ccccc32)cc1 (stereo not given in full) | -1%
CCCCn1c(N)c(N(CCC(C)C)C(=O)c2oc3ccc(OCC)cc3c2C)c(=O)[nH]c1=O | -3%
COC(=O)[C@H](Cc1ccc(O)cc1)NC(=O)Cn1cnc(C(=O)Nc2ccc(C)c(C)c2)n1 | -1% | Dengue-2 NS5 capping pilot replicate=0.3

All compounds of this part, previewed entries included:
SMILES | Dengue-2 NS5 capping | others
CC(=O)Nc1ccc(S(=O)(=O)N[C@@H](C)C(=O)NC2CCCc3ccccc32)cc1 (stereo not given in full) | -1%
CCCCn1c(N)c(N(CCC(C)C)C(=O)c2oc3ccc(OCC)cc3c2C)c(=O)[nH]c1=O | -3%
COC(=O)[C@H](Cc1ccc(O)cc1)NC(=O)Cn1cnc(C(=O)Nc2ccc(C)c(C)c2)n1 | -1% | Dengue-2 NS5 capping pilot replicate=0.3
Cc1ccc(S(=O)(=O)N2CCOCC2)cc1C(=O)N1CC(C)CC(C)C1 (stereo not given) | 6%
CN(C)S(=O)(=O)c1cc(NC(=O)COC(=O)c2nc(Cl)ccc2Cl)ccc1Cl | -2%
COc1cccc(NC(=O)CN(C)C(=O)c2ccc(NC3CC3)c([N+](=O)[O-])c2)c1 | 1%
O=C(COC(=O)CNC(=O)c1sc2ccccc2c1Cl)NC1CCS(=O)(=O)C1 (stereo not given) | -2%
COc1ccc(C2=C(c3ccc(OC)c(OC)c3)CN3CCCCC3C2)cc1 (stereo not given) | -4% | Dengue-2 NS5 capping pilot replicate=-1.8
CC1CCCCC1NC(=O)COc1cccnc1[N+](=O)[O-] (stereo not given) | -5%
C[C@H]1CN([C@@H](C)CO)C(=O)CCCn2nncc2CO[C@@H]1CN(C)Cc1cccc(O)c1 | 5%
COc1cccc(CC(=O)OCC(=O)Nc2c(C)nn(-c3ccccc3)c2C)c1 | 1%
CCN(CC)c1ccc(C=NN2CCCCCC2)cc1 | 0%
CCOC(=O)C1=CN(Cc2cccc(-c3ccc(Cl)nc3)c2)S(=O)(=O)N(C)C1C (stereo not given) | -8% | Dengue-2 NS5 capping pilot replicate=1.5
C[C@H](CO)N1C[C@H](C)[C@@H](CN(C)C(=O)Nc2ccc(N3CCN(C)CC3)cc2)OCc2cnnn2CCCC1=O | -3%
CC(=O)Nc1ccc(S(=O)(=O)Nc2nnc(C)s2)cc1 | 2%
Cc1nnc(SCC(=O)Nc2cccc(S(=O)(=O)N3CCCC3)c2)n1C1CC1 | -4%
COc1ccc(-c2nc(NC(=O)c3c(C)noc3C)sc2C)cc1 | -11%
CCOC(=O)c1c(C)[nH]c(C)c1C(=O)COC(=O)CSc1ccc(C)cc1 | -6%
COc1cccc(Nc2nc3cc(C)ccc3cc2C)c1 | 2%
COc1ccc2oc(C(=O)OCc3nnc(-c4ccccc4)o3)c(C)c2c1 | -5%
O=C(CN1C(=O)c2cccc([N+](=O)[O-])c2C1=O)N1CCc2ccccc2C1 | -5%
O=C1OCCN1C(=O)[C@H]1[C@H](c2ccc([N+](=O)[O-])cc2)C(c2ccccc2)=NN1c1ccc(Br)cc1 | 1% | Dengue-2 NS5 capping pilot replicate=-1.2
O=C(CC1SC(N2CCCCC2)=NC1=O)Nc1cccc(C(=O)NCc2ccc(F)cc2)c1 (stereo not given) | -1%
O=C1[C@@H](Oc2ccccc2)[C@@H](c2cccnc2)N1c1ccccc1 | -3% | Dengue-2 NS5 capping pilot replicate=4.2
O=C(O)Cn1ccc2cc(S(=O)(=O)N3CCCCC3)ccc21 | 2%

Of the compounds above, 2 have a furan ring, fused or not:
SMILES | Dengue-2 NS5 capping | others
CCCCn1c(N)c(N(CCC(C)C)C(=O)c2oc3ccc(OCC)cc3c2C)c(=O)[nH]c1=O | -3%
COc1ccc2oc(C(=O)OCc3nnc(-c4ccccc4)o3)c(C)c2c1 | -5%

Back to the main list, starting 2 compounds before the break.
SMILES | Dengue-2 NS5 capping | others
O=C1[C@@H](Oc2ccccc2)[C@@H](c2cccnc2)N1c1ccccc1 | -3% | Dengue-2 NS5 capping pilot replicate=4.2
O=C(O)Cn1ccc2cc(S(=O)(=O)N3CCCCC3)ccc21 | 2%
COc1ccc(NS(=O)(=O)c2ccc(C)c(C(=O)NCc3ccccc3CN3CCCC3)c2)cc1 | -8%
Cc1ccc(C)c(OCC(=O)N(Cc2nnc(-c3ccccc3Cl)o2)C2CC2)c1 | -10%
CN(Cc1ccccc1Br)C(=O)CN1C(=O)NC2(CCCCCC2)C1=O | -1%
Nc1cnccc1Oc1cccc(C(F)(F)F)c1 | 5%
Cc1cc(NC(=O)CSc2n[nH]c(-c3ccc(Cl)cc3Cl)n2)no1 | 1%
CC(=O)Nc1ccc(S(=O)(=O)N[C@@H](C)C(=O)OCC(=O)c2ccc(C)cc2)cc1 | 2%
CC1(c2cc(F)ccc2F)NC(=O)N(CC(=O)Nc2cccc(S(=O)(=O)N3CCCC3)c2)C1=O (stereo not given) | 3%
N#CCCN(C(=O)COC(=O)CNC(=O)c1ccc(-c2ccccc2)cc1)c1ccc(F)cc1 | 3%
Cc1cc(C(=O)COC(=O)CC(NC(N)=O)c2ccc(Cl)cc2)c(C)n1C (stereo not given) | -5%
COc1ccc(C2=NCCn3nc4cc(OC)ccc4c32)cc1 | -1%
Cc1ccc(C)c(S(=O)(=O)N2CCCC2CNC(=O)C(=O)NCCc2ccco2)c1 (stereo not given) | 0%
O=C(COc1ccc([N+](=O)[O-])cc1Cl)NCCN1C(=O)CSC1=O | -7%
CC(=O)C1CCC2C3CC(C)=C4CC(O)CCC4(C)C3CCC12C (stereo not given) | 0%
C[C@@H]1Cn2cnc(C(=O)NCc3ccc(CNC(=O)OC(C)(C)C)cc3)c2C(=O)N1 | -9%
Cc1nnc(SCC(=O)Nc2sccc2C(N)=O)s1 | 2%
COCCN(C(=O)COC(=O)/C=C/c1ccc(C(F)(F)F)cc1)c1c(N)n(Cc2ccccc2)c(=O)[nH]c1=O | 0%
COc1cccc(CN(C)C(=O)c2cc(S(=O)(=O)N3CCCC3)ccc2C)c1OC | -5%
Cc1ccc(C2(C)NC(=O)N(CC(=O)Nc3ccc(N4CCOCC4)cc3N3CCOCC3)C2=O)cc1 (stereo not given) | -7%
Cc1cnc(C(=O)OCC(=O)Nc2sc3c(c2C(N)=O)CCCC3)cn1 | 5%
Oc1c(Br)cc(CNC2CCCCC2)cc1Br | 5%
Cc1ccn2c(=O)nc(SCC(=O)NCc3ccccc3Cl)nc2c1 | -1%
COc1cccc(NC(=O)CN(C)C(=O)CCSc2ccc(C)cc2)c1 | 0%
O=C(CCC(=O)c1cccs1)OCC(=O)c1ccccc1 | 2%
CCN1C(=O)[C@H]2[C@@H](c3ccc(C)cc3)N3C(=O)N(c4cccc(Br)c4)C(=O)[C@@]3(CC(C)C)[C@H]2C1=O | -7%
CC1(C)CC(=O)C=C(c2ccc(CO)cc2)C1=O | 1%
SMILES | Dengue-2 NS5 capping | others
Nc1c(Br)cc(Br)c2c1[nH]c(=O)c1ccccc12 | 10%
CN(CC(=O)Nc1ccccc1Cl)C(=O)COC(=O)C1=COCCO1 | -10%
Cc1nc(N(C)C2CCCCC2)c2nnn(Cc3ccc(F)cc3)c2n1 | -3%
CCc1nc2ccccc2n1CC(=O)NC1CCS(=O)(=O)C1 (stereo not given) | 14%
COc1ccc(C(=O)OCC(=O)Nc2ccc(OC)c(S(=O)(=O)N3CCCCC3)c2)cc1[N+](=O)[O-] | 7%
Cc1ccc(S(=O)(=O)N2CCOCC2)cc1NC(=O)COC(=O)c1cncc(Br)c1 | 1%
COc1cccc(C(=O)NCCS(=O)(=O)N2CCCCC2)c1 | -8%
CC(C)c1ccccc1OCCCCN1CCCCC1 | 12%
Cc1cc(C(C)(C)C)cc(C)c1COC(=O)CN1C(=O)NC2(CCCC2)C1=O | -1%
Cc1cc(C(=O)COC(=O)c2ccc(Cl)c(S(N)(=O)=O)c2)c(C)n1CC1CCCO1 (stereo not given) | 1%
COc1ccc(C(=O)OCC(=O)c2ccc3c(c2)NC(=O)CO3)cc1[N+](=O)[O-] | 1%
CCN(C(=O)COC(=O)/C=C/c1nc2ccccc2s1)c1c(N)n(Cc2ccccc2)c(=O)[nH]c1=O | -7%
C[C@@H]1COC(=O)[C@H](Cc2ccc(F)cc2)C/C=C\C[C@@H](CC(=O)NCCO)C(=O)N1 | -1%
O=C(NCC1COc2ccccc2O1)c1cc(S(=O)(=O)N2CCOCC2)ccc1F (stereo not given) | -7%
COc1ccc(S(=O)(=O)N2CCOCC2)cc1NC(=O)c1ccc(OC(F)F)cc1 | -4%
COC1=C(N)C(=O)c2nc(C)ccc2C1=O | 12%
Cc1ccc2c(c1)[C@H]1[C@H](CO2)[C@H](c2ccccc2)[C@]2(C)C(=O)Nc3ccccc3C(=O)N12 | -4%
CCN(CC(=O)Nc1ccc(NC(C)=O)cc1)C(=O)c1ccc(N2CCC(C)CC2)c([N+](=O)[O-])c1 | -1%
CC1CCCCC12NC(=O)N(CC(=O)OCc1ccccc1F)C2=O (stereo not given) | 2%
COc1ccc(OC)c(/C=C/C(=O)OCC(=O)NC2CCCCCCC2)c1 | 0%
CC1=CC2C(C(O)CC3(C)C2CC(C)C32OCOC23COCO3)C2(C)C/C(=C\O)C(=O)C=C12 (stereo not given) | 2%
C[C@@H]1CN([C@H](C)CO)C(=O)CCCn2nncc2CO[C@H]1CN(C)Cc1ccc(C(=O)O)cc1 | -5%
O=S(=O)(NCCNS(=O)(=O)c1c(F)cccc1F)c1ccc2c(c1)OCCO2 | -1%
Cc1ccccc1CNC(=O)C(C)Sc1ccccc1 (stereo not given) | -2%
Cc1noc(C)c1C(=O)Nc1ccccc1N1CCCC1 | -5%
SMILES | Dengue-2 NS5 capping | others
O=C(COC(=O)c1ccc(Cl)cc1)NC(=O)NC1CCCC1 | -5%
O=c1cc(-c2ccc(O)cc2)oc2c(-c3c(O)cc(O)c4c(=O)cc(-c5ccc(O)cc5)oc34)c(O)cc(O)c12 | 1%
Cc1cccc(C(=O)NCC(=O)OCc2nnc(-c3ccccc3)o2)c1 | -1%
CC(C)CN(C(=O)CCCOc1ccc(Cl)cc1Cl)c1c(N)n(Cc2ccccc2)c(=O)[nH]c1=O | -8%
Cc1ccc(C(=O)NCC(=O)N2CCN(c3ccccc3O)CC2)s1 | -5%
CSc1nc2ccc(NS(=O)(=O)c3ccc(CNC(C)=O)cc3)cc2s1 | -9%
CCN(CC)S(=O)(=O)c1cccc(NC(=O)CN2C(=O)NC3(CCOc4ccccc43)C2=O)c1 (stereo not given) | -3%
CC1CCC2(CC1)NC(=O)N(CC(=O)N1CCN(C(=O)c3cccs3)CC1)C2=O (stereo not given) | -5%
CCCCn1cnc2c(SCc3ccccc3)nc(N)nc21 | -2%
COc1cccc(/C=C/C(=O)OCC(=O)NC(=O)NC2CCCC2)c1 | -2%
CCCCn1nc(C(=O)NC2CCCCC2)c2ccccc2c1=O | 2%
COc1cccc(CNC(=O)C2CCCN(C(=O)c3ccc(Cl)cc3)C2)c1 (stereo not given) | -12%
CC(=O)N1c2ccc(S(=O)(=O)NCCC(=O)Nc3ccc(Cl)cc3)cc2CC1C (stereo not given) | -2%
CN(C(=O)COC(=O)C1=COCCO1)C1(C#N)CCCCC1 | 1%
CN(CC(=O)Nc1ccc(F)c(F)c1F)C(=O)c1ccc(N2CCCC2=O)cc1 | -7%
O=C(NN=Cc1ccccc1O)C1CC1 | 2%
Fc1cc(F)cc(-c2c(-c3ccccc3)ncc3ccc(F)cc23)c1 | -5%
CS(=O)(=O)c1ccc(Cl)c(C(=O)Nc2ccc3nc(N4CCOCC4)sc3c2)c1 | -17%
CCOC(=O)c1oc2cc(O)cc(C)c2c1C | 1%
Cc1ccc(S(=O)(=O)NCCC(=O)N2CC(C)OC(C)C2)cc1C (stereo not given) | 1%
CN(C(=O)COC(=O)/C=C/c1ccc(Cl)c(Cl)c1)c1c(N)n(Cc2ccccc2)c(=O)[nH]c1=O | 1%
CC(=O)N(Cc1ccccc1)c1c(N)nc(N)[nH]c1=O | -2%
CC(=O)c1ccccc1NC(=O)COC(=O)c1cc[n+]([O-])cc1 | 0%
Cc1ccc(S(=O)(=O)Nc2cccc(C(=O)NCCN3CCOCC3)c2)cc1F | -12%
CCNc1nc(NCC)n2c(SCC(=O)Nc3ccc(Br)cc3F)nnc2n1 | 2%
SMILES | Dengue-2 NS5 capping | others
O=C(NNS(=O)(=O)c1ccccc1Cl)C1COc2ccccc2O1 (stereo not given) | -5%
Cc1ccc(S(=O)(=O)N(C)C)cc1NC(=O)COC(=O)Cc1ccsc1 | -4%
O=C(O)C1=C(C(=O)O)C2CCC1C2 | 2%
CC(C)(C)OC(=O)NCCCCCNC(=O)c1ncn2c1c(=O)[nH]c1ccccc12 | 5%
C[C@@H]1CN([C@H](C)CO)C(=O)CCCn2nncc2CO[C@H]1CN(C)Cc1ccc(Oc2ccccc2)cc1 | -6%
Cc1ccc(NC(=O)Nc2ccccc2F)cc1S(=O)(=O)N1CCOCC1 | 0%
C=CCn1c(C)cc(C(=O)COC(=O)c2n[nH]c(=O)c3ccccc23)c1C | 6%
O=C1OC(c2ccccc2)=CC1=Cc1ccccc1O | -6%
Cc1cc(NC(=O)C(C)SCC(=O)Nc2cc(C(F)(F)F)ccc2N2CCCCC2)no1 (stereo not given) | -3%
CCOc1ccc(C(=O)O[C@H]2[C@H](Cc3ccccc3)NS(=O)(=O)[C@H]3C[C@@H]4C=C[C@]23O4)cc1 | -5%
CCN(C(=O)COC(=O)c1ccc2[nH]c(C)c(C)c2c1)c1c(N)n(Cc2ccccc2)c(=O)[nH]c1=O | -17%
CCCCn1c(N)c(N(CC(C)C)C(=O)c2cc(Cl)nc3ccccc23)c(=O)[nH]c1=O | 1%

Three compounds drawn at random from those above:
SMILES | Dengue-2 NS5 capping | others
CS(=O)(=O)c1ccc(Cl)c(C(=O)Nc2ccc3nc(N4CCOCC4)sc3c2)c1 | -17%
COC1=C(N)C(=O)c2nc(C)ccc2C1=O | 12%
C[C@@H]1Cn2cnc(C(=O)NCc3ccc(CNC(=O)OC(C)(C)C)cc3)c2C(=O)N1 | -9%

Compound activity as filed in PubChem.
